# LYP phosphatase – PTPN22 lymphoid phosphatase activity blockers – biochemical, fluorescence intensity, uHTS (AID 1779). 290,000 tested, 0.054% active. inhibition, % at 11.5 µM; hits with a dose series show IC50 in µM. recombinant LYP phosphatase, fluorescence intensity; higher % means a stronger effect; in the data active = inhibition above about 50%;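 also: plate controls were vehicle with enzyme for no effect and no enzyme for full effect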
# SIAH1 antagonists – Siah-1 peptide-binding antagonists, primary screen, biochemical, fluorescence polarization, rhodamine-plectin, uHTS (AID 1817) | Siah-1 / rhodamine-plectin peptide fluorescence polarization; higher % means a stronger effect | one-dose displacement, % at 20 µM; IC50 in µM for titrated hits | 290,000 tested, 0.02% active;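 active = displacement of at least 50% at 20 µM, with a fluorescence ratio check between 0.3 and a set limit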;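 also: plate controls were Siah plus tracer with DMSO for no effect and tracer alone without Siah for full effect; strong numbers were not always called active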
# HIV fusion peptide – cell-free HIV fusion peptide-binding blockers – biochemical, uHTS, fluorescence dequenching, primary screen (AID 1986) | cell-free peptide binding, fluorescence dequenching, 30 min; higher % means a stronger effect | 290,000 tested, 0.3% active | inhibition, % at 20 µM; hits with a dose series show IC50 in µM; in the data active = inhibition mostly above about 52%, no sharp cut-off; inactive = mostly below about 76%; also: some results filed as inactive read as strong as hits
# MgcRacGAP inhibition – MgcRacGAP GTPase-activating activity inhibitors, confirmation, biochemical, ADP Hunter fluorescence | MgcRacGAP-stimulated Rac1 GTP hydrolysis, ADP Hunter fluorescence; higher % means a stronger effect; GST-tagged Rac1 F28L mutant substrate | inhibition, % at 30 µM, or IC50 in µM where a hit was titrated | 340,000 tested, 0.6% active | AID 624330;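 active = first-screen hits whose inhibition reached a set limit at any dose in the follow-up dose series; inconclusive = inhibition above the set first-screen limit but never retested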;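 also: fluorescence reports GDP produced by GAP-driven GTP hydrolysis; strong numbers were not always called active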
# AID2073 – disruptors of CaV2.2 binding to Mint1 – biochemical, HTRF (AID 2073) | HTRF protein-protein interaction, Mint1-CaV2.2; higher % means a stronger effect | inhibition, % at 20 µM, or IC50 in µM where a hit was titrated | 290,000 tested, 0.19% active; in the data active = inhibition mostly above about 51%, no sharp cut-off; inconclusive = no clear call, values can overlap the other calls; inactive = mostly below about 53%; also: some results filed as inactive read as strong as hits
# Dengue-2 NS5 capping – flavivirus cap methylation enzyme inhibition – biochemical, confirmation dose response, primary screen (AID 588689) | Dengue-2 NS5 methyltransferase capping enzyme assay, biochemical; higher % means a stronger effect | inhibition, % at 25 µM; hits with a dose series show IC50 in µM | 340,000 tested, 0.3% active; in the data active = a potency from the dose series; inconclusive = inhibition above about 29% without an active follow-up result
# SV40 large T antigen – SV40 large T antigen inhibitors, biochemical (AID 1903); SV40 large T antigen ATPase/helicase inhibition assay; higher % means a stronger effect; inhibition, % at 20 µM; hits with a dose series show IC50 in µM; 310,000 tested, 0.39% active; in the data active = a potency from the dose series; inconclusive = inhibition mostly from about 32% at the one dose, without a potency; inactive = the rest, 99 in 100 with inhibition below about 32%; also: strong numbers were not always called active
# RSV antiviral HEp-2 – RSV antiviral activity via CPE protection, HEp-2 cells, primary 10 µM value included (AID 2391); HEp-2 cells, RSV-induced CPE inhibition; higher % means a stronger effect; one-dose CPE inhibition, % at 10 µM; IC50 in µM for titrated hits; 310,000 tested, 0.13% active; in the data active = a potency from the dose series; inconclusive = CPE inhibition mostly from about 23% at the one dose, without a potency; inactive = the rest, 99 in 100 with CPE inhibition below about 21%; also: strong numbers were not always called active
# XIAP displacement – XIAP antagonists, biochemical, IAP family, fluorescence polarization (AID 1018); displacement, % at 20 µM; hits with a dose series show IC50 in µM; 200,000 tested, 0.007% active; XIAP BIR domain, fluorescence polarization peptide displacement; higher % means a stronger effect; in the data active = displacement above about 50%; also: a part of the inactive calls stands beside numbers as strong as those of hits
# Dengue-2 NS5 capping pilot replicate – recorded beside Dengue-2 NS5 capping, whose call it bears; inhibition, %; measured here: pilot screen replicate inhibition
# An asterisk follows results filed as active; u = inconclusive; x = not tested or not shown.
SMILES,LYP phosphatase,SIAH1 antagonists,HIV fusion peptide,MgcRacGAP inhibition,AID2073,Dengue-2 NS5 capping,SV40 large T antigen,RSV antiviral HEp-2,XIAP displacement,others
CCOc1ccc2nc3c(cc2c1)CN(CCCO)C(=NCCOC)S3,-2%,-1%,0.4%,19%,22%,-6%,8%,50%,-2.5%,
COc1ccc(N2CCN(C(=O)CCC(=O)c3cc(C)sc3C)CC2)cc1,9%,-5%,-1.4%,24%,-5%,-8%,12%,4.8%,-24%,
Nc1c2c(nc3ccc(Br)cc13)N(Cc1ccccc1)CC2,-9%,-4%,3.3%,14%,9%,-11%,3%,40%,-4.4%,
CC(=O)NCCc1nc2ccccc2n1CCOc1ccccc1,-7%,15%,-1.2%,-3%,6%,-1%,6%,1.2%,x,
CC(C)CC(=O)NC(=S)Nc1ccccc1C(=O)Nc1ccccc1,-9%,-2%,-1.7%,6%,-14%,-5%,0%,-0.2%,-2.2%,
O=C(CSc1cn(CCNC(=O)c2cccs2)c2ccccc12)NCC1CCCO1 (configuration not stated),-7%,-3%,2.6%,14%,6%,-1%,2%,1.4%,-1.5%,
CN1C2CCC1/C(=C\c1ccccc1Cl)C(=O)/C2=C\c1ccccc1Cl,-3%,3%,-0.5%,x,-4%,x,10%,x,4.8%,
O=C(NCC1CCCO1)C(=O)N/N=C/c1cccc(Cl)c1 (configuration not stated),2%,5%,-0.4%,7%,-2%,-3%,9%,1.0%,x,
COc1cc(C(=O)N/N=C(\C)c2ccccn2)cc(OC)c1OC,-6%,-4%,1.1%,5%,8%,-12%,-2%,-1.3%,x,
COc1ccc(N(C(C)=O)S(=O)(=O)c2cc(OC)ccc2OC)cc1,1%,8%,-1.3%,13%,-2%,-5%,-2%,0.5%,-0.6%,
CC(=O)c1c(N2CCN(Cc3ccccc3)CC2)[nH]c(-c2ccccc2)nc1=S,-4%,1%,0.7%,4%,18%,-19%,1%,1.1%,-5.6%,Dengue-2 NS5 capping pilot replicate=-7.6
Cc1cccc(NC(=O)c2cccc(N3C(=O)CCC3=O)c2)c1,-10%,12%,0.8%,5%,27%,-5%,12%,1.6%,x,
CCOC(=O)CN1C(=O)/C(=C/c2cccc(Br)c2)Oc2ccccc21,-14%,1%,1.1%,4%,30%,2%,8%,3.7%,x,
COc1cc(CNCCCO)ccc1OCC(=O)NC(C)(C)C,-5%,1%,0.8%,1%,-9%,-4%,0%,-0.4%,-8.9%,
O=C(Cn1nnc2ccccc21)Nc1ccc(Cl)cn1,-4%,4%,-0.9%,14%,45%,1%,5%,1.6%,-7.1%,
O=C(Nc1ccc(NC(=O)c2ccccc2O)cc1)Nc1ccc(F)cc1F,-6%,-3%,-1.6%,10%,25%,4%,-4%,2.8%,x,
Clc1ccc(CN2CCN(c3ncccn3)CC2)c(Cl)c1,-6%,5%,0.3%,-4%,-6%,2%,4%,0.6%,x,
CC(C)CCNC(=O)NC(=O)COC(=O)C1=COCCO1,-4%,9%,-0.4%,0%,8%,-2%,9%,-0.1%,0.8%,
COc1ccc(CC(=O)Nc2ccc(NC(=O)c3ccccc3F)cc2)cc1,-12%,15%,1.1%,7%,34%,1%,x,2.0%,-2.8%,
C=CCSc1nc2sc(C)c(C)c2c(=O)[nH]1,1%,5%,-0.3%,23%,6%,-2%,17%,3.4%,-3.9%,
CC1CCc2c(sc3ncn4c(SCC(=O)NCc5ccco5)nnc4c23)C1 (configuration not stated),2%,-1%,-1.1%,-2%,-1%,-1%,7%,-0.8%,-1.6%,
COc1cccc(C(=O)Nc2cccc3ccccc23)c1,-10%,2%,-1.1%,10%,-5%,2%,15%,0.1%,x,
Cc1cccc(N(CC(=O)NCCSc2nc3ccccc3s2)S(=O)(=O)c2ccccc2)c1,3%,3%,0.8%,x,15%,x,8%,0.2%,-3.2%,
Cc1ccc(-c2ccccc2NC(=O)C2C3C=CC(C3)C2C(=O)O)o1 (configuration not stated),-6%,0%,0.6%,6%,31%,-2%,15%,-0.5%,-4.2%,
COc1ccc(N2CCN(S(=O)(=O)c3cc(C)ccc3OC)CC2)cc1,6%,0%,-0.6%,18%,-6%,-2%,33%,-0.7%,-6.7%,
COC(=O)c1ccc(NS(=O)(=O)c2ccc3c(c2)oc(=O)n3C)cc1,-4%,-1%,0.5%,2%,-1%,1%,6%,-0.7%,-5.6%,
O=C1/C(=C/c2ccccc2)Oc2cc(OC(=O)N3CCOCC3)ccc21,7%,0%,-2.0%,8%,u,3%,4%,2.0%,-0.9%,
CCOC(=O)c1ccc(S(=O)(=O)Nc2cc(C(C)(C)C)no2)cc1,1%,2%,10%,6%,10%,-2%,4%,2.4%,-2.4%,Dengue-2 NS5 capping pilot replicate=1.1
CCn1nc(C)c(/C=N/NC(=O)Cn2nnnc2N)c1C,-6%,-1%,1.8%,x,9%,x,11%,x,x,
CC(C)OC(=O)c1c(NC(=O)CCC(=O)O)sc2c1CCCCC2,1%,-2%,5.0%,1%,-7%,-6%,9%,3.4%,-3.7%,

# Not a retest: eight of the compounds above.
SMILES,LYP phosphatase,SIAH1 antagonists,HIV fusion peptide,MgcRacGAP inhibition,AID2073,Dengue-2 NS5 capping,SV40 large T antigen,RSV antiviral HEp-2,XIAP displacement,others
Cc1cccc(N(CC(=O)NCCSc2nc3ccccc3s2)S(=O)(=O)c2ccccc2)c1,3%,3%,0.8%,x,15%,x,8%,0.2%,-3.2%,
Cc1ccc(-c2ccccc2NC(=O)C2C3C=CC(C3)C2C(=O)O)o1 (configuration not stated),-6%,0%,0.6%,6%,31%,-2%,15%,-0.5%,-4.2%,
COc1ccc(N2CCN(S(=O)(=O)c3cc(C)ccc3OC)CC2)cc1,6%,0%,-0.6%,18%,-6%,-2%,33%,-0.7%,-6.7%,
COC(=O)c1ccc(NS(=O)(=O)c2ccc3c(c2)oc(=O)n3C)cc1,-4%,-1%,0.5%,2%,-1%,1%,6%,-0.7%,-5.6%,
O=C1/C(=C/c2ccccc2)Oc2cc(OC(=O)N3CCOCC3)ccc21,7%,0%,-2.0%,8%,u,3%,4%,2.0%,-0.9%,
CCOC(=O)c1ccc(S(=O)(=O)Nc2cc(C(C)(C)C)no2)cc1,1%,2%,10%,6%,10%,-2%,4%,2.4%,-2.4%,Dengue-2 NS5 capping pilot replicate=1.1
CCn1nc(C)c(/C=N/NC(=O)Cn2nnnc2N)c1C,-6%,-1%,1.8%,x,9%,x,11%,x,x,
CC(C)OC(=O)c1c(NC(=O)CCC(=O)O)sc2c1CCCCC2,1%,-2%,5.0%,1%,-7%,-6%,9%,3.4%,-3.7%,

# Going on with the list:
SMILES,LYP phosphatase,SIAH1 antagonists,HIV fusion peptide,MgcRacGAP inhibition,AID2073,Dengue-2 NS5 capping,SV40 large T antigen,RSV antiviral HEp-2,XIAP displacement,others
O=C(NN=C1c2ccccc2-c2ccccc21)c1ccccn1,1%,2%,-7.4%,4%,10%,2%,0%,1.1%,-6.0%,
CC1CCN(C(=O)Oc2ccccc2)CC1,-3%,1%,0.0%,9%,1%,0%,18%,0.4%,-3.9%,
COc1ccc(/C(C)=N/NC(=O)c2ccc(N(C)C)cc2)cc1,-4%,1%,-2.0%,7%,11%,3%,14%,3.2%,-7.0%,
COc1ccc(OC)c(NC(=O)C2C3CCC(O3)C2C(=O)O)c1 (configuration not stated),-8%,1%,5.7%,x,-12%,x,3%,5.4%,-3.3%,
COc1cc2c3c(c1)C(C)=CC(C)(C)N3C(=O)C2=O,-6%,1%,-3.2%,11%,-17%,5%,26%,-1.1%,0.9%,
O=C(CCc1ccccc1)Nc1ccc(Cl)cn1,-7%,-3%,-1.2%,1%,-1%,4%,2%,0.1%,-6.0%,
CC(NC(=O)CSc1ncccn1)c1ccc(Cl)cc1Cl (configuration not stated),1%,0%,0.5%,4%,19%,-15%,7%,3.4%,-6.6%,
Cc1cccc(C(=O)NNC(=O)C(=O)NC(C)(C)C)c1,-8%,-1%,-0.5%,2%,1%,-5%,-8%,2.8%,-4.2%,
O=C(Oc1cccnc1)c1cc(S(=O)(=O)N2CCCCC2)ccc1Cl,-9%,-1%,-0.5%,3%,-8%,-43%,11%,-1.0%,-3.9%,Dengue-2 NS5 capping pilot replicate=0.0
CC(C)(C)NC(=O)CSc1ncccc1-c1nc2ccccc2[nH]1,-10%,-2%,-0.8%,11%,5%,5%,10%,3.1%,x,
COc1ccc(-n2cc(C(=O)c3cc(Cl)ccc3O)cc(C#N)c2=O)cc1,2%,-2%,5.4%,6%,28%,-12%,23%,4.4%,-3.9%,
CCNC(=O)N(C)c1nncnc1C(=O)NC,-5%,6%,2.2%,6%,-4%,-10%,7%,x,-5.9%,
O=C(CN1C(=O)c2ccccc2C1=O)Nc1ccccc1C(=O)NC1CCCCC1,1%,3%,1.1%,2%,32%,-4%,12%,1.1%,0.1%,
CCOc1ccc(CC(=O)Nc2cc(=O)n(C)c(=O)n2C)cc1,-4%,1%,1.4%,-9%,-9%,-1%,20%,1.2%,-6.5%,
Cc1cc(N/N=C/c2ccncc2)nc2ccccc12,-1%,0%,0.4%,6%,10%,-11%,9%,x,-5.2%,
COCCNC(=O)c1c[nH]c2ccc(S(=O)(=O)Nc3ccccc3F)cc2c1=O,-5%,0%,0.0%,8%,16%,1%,24%,1.8%,x,
Cc1cccc(-c2c(O)cc(=O)[nH]c2Cl)c1,0%,8%,0.4%,13%,-8%,-7%,6%,1.7%,2.2%,
O=C(CCc1nc2ccccc2c(=O)[nH]1)NNC(=O)c1ccccc1Cl,x,x,x,3%,x,-1%,16%,-0.5%,x,
CC(C)(Oc1ccc(Cl)cc1)C(=O)N/N=C/c1cn[nH]c1-c1ccccc1,-8%,-8%,-1.3%,5%,9%,1%,-1%,1.6%,-7.1%,
O=C(COC(=O)/C=C/C(=O)N1CCN(c2ccccc2)CC1)NCc1ccc(F)cc1,-1%,10%,1.1%,8%,-2%,-4%,-7%,-0.9%,0.8%,
CCOc1ccc(-c2n[nH]c(C)c2-c2ccccn2)c(O)c1,-4%,2%,-2.7%,7%,2%,-4%,8%,1.2%,-3.6%,
O=C(NCc1ccccc1)c1ccc(CS(=O)(=O)Cc2ccccc2F)o1,-11%,-2%,0.4%,12%,-9%,-4%,11%,0.6%,-12%,
O=C(NC(Cc1ccccc1)C(=O)O)/C(=C/c1ccc([N+](=O)[O-])cc1)NC(=O)c1ccccc1Br (configuration not stated),0%,6%,5.0%,11%,10%,-1%,9%,0.8%,-8.3%,
O=C(N/N=C/c1cccc2ccccc12)c1ccncc1,-9%,-2%,-0.3%,-6%,4%,-5%,5%,-2.4%,x,
O=C(Nc1nccs1)c1nc(-c2ccccc2)n(-c2ccccc2)n1,-5%,2%,2.4%,3%,0%,-7%,1%,2.4%,-5.0%,
O=C(Cn1nc(C(=O)O)c2ccccc2c1=O)Nc1ccc2c(c1)C(=O)c1ccccc1C2=O,-2%,36%,-2.6%,x,27%,x,-4%,-1.3%,x,

# From PubChem BioAssay

# Compounds as they come; 1.7% or so of the library scored in one or more.
